# CHRM1 PAM – human M1 muscarinic receptor positive allosteric modulators, primary screen, CHO-K1 cells, Fluo-8 calcium fluorescence, 1536-well; CHO-K1 hM1, ACh EC20; 0% = ACh EC20, 100% = maximal ACh; activation, % at 3 µM; 360,000 tested, 0.088% active; in the data active means activation above about 19%, passing the limit was not always enough
# M5 antag – human M5 muscarinic receptor antagonists, primary screen, CHO cells, Fluo-8 calcium fluorescence. 360,000 tested, 0.59% active. inhibition, % at 3 µM. CHO-hM5 cells, ACh EC80. Muscarinic acetylcholine receptor M5 (Homo sapiens), P08912;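 active means inhibition above a per-plate cutoff, the mean of that plate's test compounds plus 3 SD, cut at about 27% in these data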;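 further: 0% = acetylcholine EC80 with DMSO and 100% = DMSO without agonist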
# Target sequence (P08912 whole entry, looked up): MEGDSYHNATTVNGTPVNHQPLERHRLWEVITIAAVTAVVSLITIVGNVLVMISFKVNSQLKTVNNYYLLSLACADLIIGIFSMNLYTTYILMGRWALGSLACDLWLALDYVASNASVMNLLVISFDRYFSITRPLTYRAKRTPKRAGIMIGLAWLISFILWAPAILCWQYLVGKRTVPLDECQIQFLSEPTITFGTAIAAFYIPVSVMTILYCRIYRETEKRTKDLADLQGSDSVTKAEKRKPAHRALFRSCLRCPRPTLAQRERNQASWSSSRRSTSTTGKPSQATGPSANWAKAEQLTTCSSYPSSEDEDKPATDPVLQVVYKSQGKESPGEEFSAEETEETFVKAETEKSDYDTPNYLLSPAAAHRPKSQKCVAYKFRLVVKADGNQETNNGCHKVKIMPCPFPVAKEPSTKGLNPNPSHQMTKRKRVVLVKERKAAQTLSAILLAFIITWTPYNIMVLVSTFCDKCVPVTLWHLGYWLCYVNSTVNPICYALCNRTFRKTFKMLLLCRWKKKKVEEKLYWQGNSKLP
# CRFR2-BP ag – agonists of CRF-BP/CRF-R2 complex, primary screen, cell-based, HEK293, calcium dye fluorescence, uHTS; AID 588473, 2011; 350,000 tested, 0.46% active; activation, % at 13.2 µM; calcium dye fluorescence (FLIPR); percent of saturating CRF peptide response; CRF-binding protein / CRF receptor 2 complex (human);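 active means activation of at least 50%, plus an integration ratio under a set limit after plate pattern correction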;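 further: plate controls were neutral control wells without compound for no effect and CRF at EC100 for full effect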
# CHRM4 antagonist – human M4 muscarinic receptor antagonists, primary screen, CHO cells, Fluo-8 calcium fluorescence | Muscarinic acetylcholine receptor M4 (Homo sapiens), P08173 | CHO-hM4 cells, ACh EC80 | inhibition, % at 3 µM | 360,000 tested, 0.73% active | AID 624125, 2012;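 active means inhibition above its plate's cutoff, the mean inhibition of sample wells plus 3 SD, cut at about 27% in these data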;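 further: 0% = acetylcholine EC80 with DMSO and 100% = DMSO without agonist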
# Target sequence (P08173 whole entry, looked up): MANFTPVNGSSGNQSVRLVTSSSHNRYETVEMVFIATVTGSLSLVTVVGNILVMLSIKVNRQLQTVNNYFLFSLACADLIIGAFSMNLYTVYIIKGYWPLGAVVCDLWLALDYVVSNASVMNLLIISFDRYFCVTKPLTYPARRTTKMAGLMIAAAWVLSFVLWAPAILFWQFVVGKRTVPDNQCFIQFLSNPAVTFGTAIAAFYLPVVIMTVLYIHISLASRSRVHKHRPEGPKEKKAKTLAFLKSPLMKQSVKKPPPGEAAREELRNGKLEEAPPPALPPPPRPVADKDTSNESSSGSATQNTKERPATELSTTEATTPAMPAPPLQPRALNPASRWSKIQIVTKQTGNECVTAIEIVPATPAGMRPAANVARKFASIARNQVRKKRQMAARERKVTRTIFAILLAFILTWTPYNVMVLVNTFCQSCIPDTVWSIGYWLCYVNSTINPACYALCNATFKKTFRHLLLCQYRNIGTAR
# M1 antag – human M1 muscarinic receptor antagonists, primary screen, CHO-K1 cells, Fluo-8 calcium fluorescence, 1536-well | Muscarinic acetylcholine receptor M1 (Homo sapiens), P11229 | CHO-K1 hM1, ACh EC80 antagonist | inhibition, % at 3 µM | 360,000 tested, 1.3% active | AID 588852, 2011;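 active means percent inhibition above its own plate's cutoff, namely the mean of that plate's compound wells plus 3 SD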;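 further: peak over basal fluorescence ratio during 140 s after agonist addition; 0% = ACh EC80 plus DMSO and 100% = DMSO alone without agonist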
# M4 PAM – human M4 muscarinic receptor positive allosteric modulators, primary screen, CHO-K1 cells, Fluo-8 calcium fluorescence. 360,000 tested, 0.4% active. CHO-K1 hM4/Gqi5, ACh EC20; 0% = ACh EC20, 100% = maximal ACh. Muscarinic acetylcholine receptor M4 (Homo sapiens), P08173. AID 624126, 2012. activation, % at 3 µM;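 active means activation above its plate's cutoff, the mean activation of sample wells plus 3 SD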; further: some results filed as inactive read as strong as hits
# M5 PAM – human M5 muscarinic receptor positive allosteric modulators, primary screen, CHO-K1 cells, Fluo-8 calcium fluorescence; activation, % at 3 µM; CHO-K1 hM5, ACh EC20 PAM; 0% = ACh EC20, 100% = ACh EC100; AID 624038, 2012; Muscarinic acetylcholine receptor M5 (Homo sapiens), P08912; 360,000 tested, 0.3% active;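 active means activation above the run cutoff, the mean activation of all test compounds plus 3 SD, cut at about 18% in these data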
#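 Measured by: Fluo-8 calcium fluorescence; material: human M5 receptor in CHO-K1 cells; schedule: Post-acetylcholine fluorescence recording 140 s; benchmarks: low control EC20 acetylcholine (0%), high control EC100 acetylcholine (100%); read-out: Max/basal fluorescence ratio as % of EC20–EC100 ACh window; compound: single dose, 3 µM nominal final test concentration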
# CHRM5 agonist – human M5 muscarinic receptor agonists, primary screen, CHO-K1 cells, Fluo-8 calcium fluorescence | Muscarinic acetylcholine receptor M5 (Homo sapiens), P08912 | CHO-K1 hM5 cells; 0% DMSO wells, 100% maximal acetylcholine response | activation, % at 3 µM | 360,000 tested, 0.19% active | AID 624037, 2012;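 active means activation above the run's mean over test compounds plus 3 SD, cut at about 23% in these data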;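 further: signal is peak over basal fluorescence ratio across the kinetic read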
# CHRM4 agonist – human M4 muscarinic receptor agonists, primary screen, CHO-K1 cells, Fluo-8 calcium fluorescence; Muscarinic acetylcholine receptor M4 (Homo sapiens), P08173; CHO-K1 hM4/Gqi5; vehicle 0%, full acetylcholine response 100%; activation, % at 3 µM; 360,000 tested, 0.14% active;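 active means activation above the run mean over all test wells plus 3 SD, cut at about 32% in these data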;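 further: peak over basal fluorescence ratio per well then scaled between controls; 0% = DMSO wells and 100% = acetylcholine at EC100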
# * = called active by the depositor; · = no result given.
no.	mol	CHRM1 PAM	M5 antag	CRFR2-BP ag	CHRM4 antagonist	M1 antag	M4 PAM	M5 PAM	CHRM5 agonist	CHRM4 agonist
1	C=CCn1c(SCCN2C(=O)c3ccccc3C2=O)nc2scc(-c3ccc(F)cc3)c2c1=O	4	10	4.1	-5	-8	6	-9	1	0
2	CCc1ccccc1NC(=O)CN(C1CCCCC1)S(C)(=O)=O	11	9	-0.6	7	-20	1	-4	-4	1
3	O=C(O)c1cnn(-c2ccccc2)c1-n1cccc1	4	-1	-0.2	-4	-15	9	2	0	0
4	OC(CN1CCN(Cc2ccccc2)CC1)c1ccccc1 (stereo unspecified)	0	8	0.8	-2	3	-12	-1	-11	1
5	Cc1c(C(=O)O)sc(S(=O)(=O)N2CCN(C(=O)Cc3ccccc3Cl)CC2)c1C(=O)O	7	11	-0.6	12	5	-2	6	2	1
6	COc1ccc(-c2nc3ccccc3nc2-c2ccccc2)cc1OC	10	11	-6.2	-1	-2	0	-6	-4	5
7	Nn1c(SCc2nc3ccccc3[nH]2)nnc1C1CCCCC1	1	-1	-1.1	8	0	-9	-3	0	0
8	O=C(NCCN1CCC(Cc2ccccc2)CC1)C1CCN(S(=O)(=O)N2CCC3(CC2)OCCO3)CC1	-8	3	2.5	-6	11	-12	-9	-11	3
9	Cc1ccccc1C(=O)NC(=S)Nc1ccc(S(=O)(=O)N2CCN(C)CC2)cc1	8	-7	2.4	-12	-16	2	4	-5	2
10	Cc1ccc(NC(=S)Nc2cc(-c3ccccc3)[nH]n2)cc1Cl	-5	6	-1.9	-7	9	-9	-1	9	2
11	COc1cc(/C=N/NC(=O)CNC(=O)c2ccco2)ccc1O	-7	27*	1.5	-1	-3	3	-11	-4	1
12	CC(=O)O[C@@H](C[C@@H](C)C1=C2C[C@H](O)C3[C@@]4(C)CCC(=O)C(C)(C)C4CC[C@]3(C)[C@@]2(C)CC1)[C@H]1OC1(C)C (stereo partly specified)	8	5	-2.6	-4	-19	-5	-2	2	0
13	COc1ccc(-c2cc3ccccc3[nH]2)cc1	-2	7	0.1	4	-8	-12	-4	2	0
14	N#CC1=C(N)NC(SCC(=O)Nc2ccc(Br)cc2)=C(C#N)C12CCCCC2	2	17	2.5	1	-2	5	-18	5	7
15	CCN(CC(=O)Nc1ccc(NC(C)=O)cc1)C(=O)c1cccc(-n2cccc2)c1	8	7	-1.1	-3	-10	4	-6	-2	1
16	CNc1nc(N)c(C(=O)C(C)(C)C)s1	6	-7	0.1	-17	-5	16	-3	1	1
17	COC(=O)c1cccc(NC(=S)N2CCN(C)CC2)c1	10	-10	0.6	9	-19	-3	-5	5	0
18	O=C(Cc1ccccc1)NN1C(=O)/C(=C/c2ccc(C(=O)O)cc2)SC1=S	15	-6	2.7	-8	-13	9	8	4	0
19	O=C1CSC(c2cccnc2)N1CCc1ccccn1 (stereo unspecified)	14	8	1.0	-11	-14	18	-1	-3	3
20	O=C(COC(=O)c1cncc(Br)c1)NCc1ccc(Cl)cc1	7	-5	-0.6	2	-11	-12	11	-4	1
21	COCCCn1cc(CN2CC(N3CCN(C4CCN(C)CC4)CC3)CS2(=O)=O)nn1 (stereo unspecified)	·	-1	·	-12	·	3	-2	-1	0
22	c1ccc(OCc2nnc3n2N=C(c2ccccc2)CS3)cc1	1	2	-1.4	-11	-9	-5	-4	-4	2
23	COc1ccc(CNC(=O)CCCn2nc(C)c([N+](=O)[O-])c2C)cc1OC	2	10	-4.5	9	-6	-1	-7	0	1
24	O=C1c2ccccc2C(=O)N1c1cccc2cccnc12	10	-4	2.1	-2	-8	1	4	-1	1
25	NC(=O)c1ncn([C@@H]2O[C@H](CNCc3cnc(N4CCOCC4)nc3)[C@@H](O)[C@H]2O)n1	13	-8	-2.1	-12	-12	3	4	0	1
26	c1ccc(OCCN2CCOCC2)cc1	13	-4	0.9	-1	-15	3	4	1	0
27	CC1CCCN(c2ccc(C(=O)NCc3ccco3)cc2[N+](=O)[O-])C1 (stereo unspecified)	-2	-7	0.0	5	0	-2	1	-4	-2
28	COc1ccc(-n2nc3cc(C)c(N)cc3n2)cc1Cl	6	-9	0.8	-18	-12	1	-1	4	1
29	O=C(CCC(=O)c1cccs1)NNC(=O)c1ccc(Cl)cc1	7	8	-0.2	-5	-11	-1	-5	-1	0
30	CC(C)(C)c1ccc(C(=O)Nc2ccc(N3CCOCC3)cc2)cc1	-10	-6	0.6	6	8	-6	7	-1	16
31	Cc1ccccc1-c1noc(CCC(=O)NC2CCCCC2)n1	-5	13	-2.3	1	15	-2	-3	0	2
32	COc1ccc(NC(=O)Cn2nnc(C(=O)NCc3cccc(OC)c3)c2N)cc1	7	0	-0.8	-9	-2	0	-5	-4	2
33	N#CC12CCCCC1CC1CCCCC1(C#N)N2CCO (stereo unspecified)	7	-1	0.5	-2	-29	10	2	-3	0
34	COc1ccc(NC(=O)CCC(=O)c2cc(C)sc2C)cc1	3	4	-1.2	-4	-9	-1	-1	-3	2
35	Cc1cc(C(F)F)n2nc(C(=O)Nc3ccc(S(=O)(=O)NC45CC6CC(CC(C6)C4)C5)cc3)nc2n1	4	15	1.1	2	1	-6	-1	1	5
36	COc1ccc(C(NC(=O)C2CCN(Cc3ccc(Oc4ccccc4)cc3)CC2)c2ccccn2)cc1 (stereo unspecified)	-14	8	·	-3	3	-9	-14	-1	11
37	C/C(Sc1nnc(Cc2ccccc2)o1)=C(\O)c1ccccc1	3	8	-1.4	-12	-9	5	4	-3	2
38	Cc1nc2ccc(NC(=O)c3ccc(F)c(S(=O)(=O)N4CCOCC4)c3)cc2s1	-3	-3	2.9	-11	-37	0	-5	-2	1
39	CCCC(=O)c1cc(F)c(N2CCOCC2)cc1C	8	7	-2.2	12	-5	-3	-6	-2	-1
40	O=S(=O)(Cc1ccco1)Cc1nc(-c2ccc(Cl)cc2)cs1	5	-3	-2.8	7	-11	-5	8	3	-1
41	COc1ccc(C(=O)COC(=O)c2c(C)noc2C)cc1Cl	4	-2	-1.7	-25	2	1	10	-5	10
42	CCCCCCC(C)n1cc(C(C)=O)c(=O)n(C)c1=O (stereo unspecified)	5	2	-0.1	3	-10	-2	0	-3	1
43	Cc1ccc(Cl)cc1N1CCN(CC(=O)Nc2ccc3[nH]c(=O)[nH]c3c2)CC1	7	10	0.2	4	-6	4	-2	-6	2
44	Cc1nn2cc(-c3cccc(Cl)c3)cnc2c1Br	18	-4	1.8	-3	-11	12	12	5	2
45	CN(C)c1ccc(C(CNC(=O)COc2ccc(Cl)cc2)N2CCCC2)cc1 (stereo unspecified)	-8	-1	0.4	-3	3	-6	-5	-8	2
46	COc1cccc(/C=N/n2nnnc2N)c1OCC#N	5	4	-0.2	-10	-7	12	5	-4	0
47	Cc1cc(C(=O)N2CCCC(N3CCN(c4ccccc4C)CC3)C2)no1 (stereo unspecified)	6	10	-2.5	-2	-6	1	-2	2	0
48	COc1ccc(C(=O)Nn2c(CCC(=O)O)ccc2-c2ccc(C)cc2)cc1OC	3	17	0.8	-3	5	10	-5	-4	1
49	COc1cc(/C=N/NC(=O)c2ccc(NC(=O)C3CCCCC3)cc2)ccc1O	3	3	-1.0	-4	-1	1	-2	-2	3
50	Cc1ccc(-c2noc(CN(C(=O)c3cccs3)C(C)C)n2)cc1	-5	-7	-0.5	-20	-1	-3	-4	-5	4
51	O=C(NCCCNC(=O)c1ccco1)c1cccc(F)c1	0	9	-0.8	0	5	-4	1	-3	1
52	CN(/N=C/c1ccncc1)c1cnn(-c2ccc(F)c(Cl)c2)c(=O)c1Cl	9	-3	0.7	0	-9	5	6	-2	0
53	COc1ccc(/C=C/c2nnc(NC(=O)COc3ccccc3)s2)cc1	2	0	2.6	-11	-1	-4	-4	2	0
54	CN(C)CCN(C(=O)c1ccc(C(=O)c2ccccc2)cc1)c1nc2cc3c(cc2s1)OCO3	-4	3	7.1	-4	16	4	0	-2	1
55	O=C(NCc1ccc2c(c1)OCO2)C12CC3CC(CC(C3)C1)C2	14	-1	-0.2	-7	-13	10	6	-4	0
56	O=C1C2CCCN2C(c2ccccc2F)N1c1cccc(Cl)c1 (stereo unspecified)	3	6	-1.7	-11	-1	3	0	-4	1
57	COCCNC(=O)c1cc2c3ccccc3n(C)c2s1	7	-1	-1.6	6	-5	-1	1	-2	-1
58	Cn1cnnc1SCC(=O)c1ccc(OC(F)F)cc1	4	0	0.0	-8	-3	-10	-3	2	0
59	Cc1ccc(NC(=O)C(SCC(=O)O)c2ccccc2)cc1C (stereo unspecified)	4	-3	-1.0	4	1	9	1	-8	0
60	NS(=O)(=O)c1ccc(NC(=O)COc2ccc(C(=O)c3ccc(F)cc3)cc2)cc1	-12	16	1.7	11	17	-16	-20	6	10

# Later entries
no.	mol	CHRM1 PAM	M5 antag	CRFR2-BP ag	CHRM4 antagonist	M1 antag	M4 PAM	M5 PAM	CHRM5 agonist	CHRM4 agonist
61	O=C(CSCc1ccc([N+](=O)[O-])cc1)Nc1ccc(S(=O)(=O)N2CCCCCC2)cc1	-4	6	21	4	-4	-10	-11	7	15
62	Cc1ccccc1-n1nnnc1SCC(=O)c1c(N)n(C2CC2)c(=O)[nH]c1=O	15	5	1.1	2	-6	4	5	3	1
63	Cn1c(COc2ccc([N+](=O)[O-])cc2)nnc1SCC(=O)NCC1CCCO1 (stereo unspecified)	4	15	0.8	4	1	4	1	-1	1
64	O=C(COC(=O)c1ccc([N+](=O)[O-])s1)NCCc1ccccc1	11	11	-1.1	-11	-10	4	1	-1	1
65	CC1CCCN(S(=O)(=O)c2ccc(C(=O)Nc3nnc(-c4ccncc4)o3)cc2)C1 (stereo unspecified)	7	12	-1.7	4	-3	-6	-4	0	0
66	OC[C@@H]1CN(CCc2ccccc2)C[C@H](n2cnc3c(N4CCOCC4)ncnc32)O1	-6	4	·	5	3	-1	-1	0	0
67	CCN(CC)S(=O)(=O)c1cc(C(=O)OC)ccc1Cl	-2	-1	0.2	2	0	-3	-5	1	-1
68	Cc1ccc(-n2ncc(C(=O)NC3CC3)c2C2CCN(C(=O)OC(C)(C)C)CC2)cc1	7	-14	1.6	-1	-13	3	6	-1	2
69	CCOc1ccc(OCCOC(=O)C2CCN(S(=O)(=O)c3ccc(C)c(C)c3)CC2)cc1	7	-4	3.0	-7	-4	-4	2	1	2
70	Cc1[nH]c2ccccc2c1C(=O)CN1C(=O)NC(C)(c2ccc(Cl)cc2Cl)C1=O (stereo unspecified)	6	18	67*	10	19	-3	1	20	24
71	O=C(NCCc1nc(-c2ccccc2)no1)c1ccccc1	5	7	1.6	-6	-7	6	-2	4	3
